Screening results from PubChem BioAssay.
GCN5L2 inh: blocks human GCN5L2 histone acetyltransferase. actives 0.21% (n = 390,000). GCN5L2 HAT assay, ThioGlo1 CoA-SH fluorescence. Q92830. Potency, µM (doses to about 58.9 µM), inactives show at the highest dose activity change, negative = inhibition, usual class: inhibitors
Target sequence (Q92830 whole entry, looked up): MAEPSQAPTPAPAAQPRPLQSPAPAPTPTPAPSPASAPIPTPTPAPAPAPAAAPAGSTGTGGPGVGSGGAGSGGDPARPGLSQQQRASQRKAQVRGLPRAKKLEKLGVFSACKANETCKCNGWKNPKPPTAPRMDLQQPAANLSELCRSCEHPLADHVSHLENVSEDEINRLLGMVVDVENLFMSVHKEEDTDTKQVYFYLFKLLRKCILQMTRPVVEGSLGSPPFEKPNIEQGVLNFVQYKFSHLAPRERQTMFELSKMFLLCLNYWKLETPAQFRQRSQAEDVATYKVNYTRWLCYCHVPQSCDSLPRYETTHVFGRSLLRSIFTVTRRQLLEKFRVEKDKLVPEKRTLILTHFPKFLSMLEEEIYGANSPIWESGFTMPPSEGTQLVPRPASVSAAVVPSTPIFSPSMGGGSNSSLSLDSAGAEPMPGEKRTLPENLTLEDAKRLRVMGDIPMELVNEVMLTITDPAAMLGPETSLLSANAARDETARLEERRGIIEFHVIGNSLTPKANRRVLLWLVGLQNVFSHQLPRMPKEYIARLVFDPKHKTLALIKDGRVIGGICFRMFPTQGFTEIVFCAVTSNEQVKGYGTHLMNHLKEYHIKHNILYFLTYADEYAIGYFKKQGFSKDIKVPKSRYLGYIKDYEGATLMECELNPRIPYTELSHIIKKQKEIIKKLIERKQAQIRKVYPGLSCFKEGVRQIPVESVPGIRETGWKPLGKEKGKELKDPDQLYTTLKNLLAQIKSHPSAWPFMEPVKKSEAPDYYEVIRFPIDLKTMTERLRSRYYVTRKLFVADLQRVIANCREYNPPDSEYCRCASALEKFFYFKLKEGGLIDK
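Titration-based screen in which CoA formation is detected via maleimide probe ThioGlo1 (50uM) turning fluorescent on thiol reaction; substrates H3(1-25) 75uM and acetyl-CoA 70uM, GCN5L2 20nM, 20 min incubation at room temperature.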
FEN1 inhibitor: blocks human flap endonuclease 1; actives 0.35% (n = 390,000); Potency, µM (titrated, usually from 114 µM), for the others: at the highest dose activity change, negative = inhibition, hits mostly inhibitors; Recombinant FEN1 flap cleavage, fluorescence, 15 min; note: nearly all actives have a fitted effect of over 65% in size
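Concentration–response screening of FEN1 (10 nM): 15 min compound preincubation at room temperature, reaction started with 50 nM substrate and read at 0 and 15 min. Corrected, normalized data were fitted by a four-parameter Hill equation.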
N370S GC: inhibitors or activators of N370S glucocerebrosidase for Gaucher disease. P04062. N370S GC spleen homogenate, 4MU-glucoside fluorescence. Potency, µM (series often up to 59.4 µM), without a hit: at the highest dose activity change, negative = inhibition, most hits filed as inhibitors. actives 0.092% (n = 330,000). AID 2101;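 note: 0% = full enzyme activity and -100% = no enzyme basal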
* marks the source's active call; other numbers are inactive results; ? = inconclusive; . = no result given; & = joins results of further samples. Calls come from the whole dose curve; as a rule, active = well fitted curve in the direction sought with a large enough effect; inconclusive = small, poorly fitted or top-dose-only effect, or another doubt; inactive = no such curve, though single readings can be large; an effect the other way counts as inactive or inconclusive. Unless noted, % is set by controls: 0 for no effect and ±100 for the full control effect; potency is the fitted concentration of half-maximal effect.

Fields: GCN5L2 inh | FEN1 inhibitor | N370S GC
> Cc1ccc(NC(=O)[C@@H](c2ccccc2)N2Cc3ccccc3C2=O)cc1
→ -11% | -24% | .
> COc1ccc(C(O)P(=O)(OC(C)C)OC(C)C)c(OC)c1 (stereo not given)
→ 1% | 0% | 2%
> COC(=O)c1c(NC(C)=O)sc2c1CCCCC2
→ 1% | -2% | 6%
> Clc1ccc(-c2ccc(/C=N/Nc3nncc(-c4ccccc4)n3)o2)cc1
→ -6% | -4% | 10%
> Cc1onc(-c2ccccc2)c1C(=O)OCCOc1cccc(Cl)c1
→ -7% | 2% | 7%
> COc1cccc(C(=O)Nc2c(F)cccc2F)c1
→ -2% | 3% | 0%
> O=C(CCCCCN1C(=O)CCC1=O)Nc1ccc(Cl)c(C(F)(F)F)c1
→ ? | -1% | 3%
> O=C(O)COCC(=O)N1CCCN(c2nccc(C(F)(F)F)n2)CC1
→ -16% | 2% | -15%
> COc1ccccc1N(C(=O)CNS(=O)(=O)c1ccccc1)C(C(=O)NCc1ccco1)C(C)C (stereo not given)
→ -1% | 9% | 9%
> CC1=C(C(N)=O)C(c2cccnc2)n2nc(SCc3ccccc3Cl)nc2N1 (stereo not given)
→ -8% | -2% | 6%
> Cc1cc(C)n2nc(C(=O)N/N=C/c3ccc(O)cc3)nc2n1
→ -5% | -4% | -28%
> COc1ccc(CNC(=O)CN(C(=O)CCC(=O)Nc2nccs2)c2cccc(C)c2)cc1
→ -2% | -10% | 0%
> CC(C)(C)OC(=O)N1CCC(c2c(C(=O)N3CCN(C4CCCCC4)CC3)cnn2-c2cccc(Cl)c2)CC1
→ -23% | -9% | .
> C[C@@](Cc1ccccc1)(C(=O)O)N1C(=O)c2ccc(C(=O)O)cc2C1=O
→ 0% | . | -2%
> CCOc1cccc(NC(=O)/C(C#N)=C/c2cccnc2)c1
→ -28% | -16% | -9%
> COC(=O)CN(C)C(=O)c1cccc(OC2CCN(S(=O)(=O)N(C)C)CC2)c1
→ -6% | 6% | -8%
> O=C(COC(=O)C1CCN(S(=O)(=O)c2cccs2)CC1)Nc1ccc(F)cc1Cl
→ -4% | -10% | .
> O=C(Cc1cccc2ccccc12)N/N=C/c1ccc(Sc2nc3ccccc3s2)o1
→ -13% | -4% | 4%
> CCOC(=O)c1c(C)n(-c2ccc(C)cc2)c2ccc(OCC(O)CNCC3CCCO3)cc12 (stereo not given)
→ -9% | 1% | ?
> CCOC(=O)CSC1=NN2CCS(=O)(=O)N=C2S1
→ -6% | 0% | 19%

An excerpt of these results, with tabs.
molecule	GCN5L2 inh	FEN1 inhibitor	N370S GC
Cc1ccc(NC(=O)[C@@H](c2ccccc2)N2Cc3ccccc3C2=O)cc1	-11%	-24%	.
COc1ccc(C(O)P(=O)(OC(C)C)OC(C)C)c(OC)c1 (stereo not given)	1%	0%	2%
COC(=O)c1c(NC(C)=O)sc2c1CCCCC2	1%	-2%	6%
Clc1ccc(-c2ccc(/C=N/Nc3nncc(-c4ccccc4)n3)o2)cc1	-6%	-4%	10%
Cc1onc(-c2ccccc2)c1C(=O)OCCOc1cccc(Cl)c1	-7%	2%	7%
COc1cccc(C(=O)Nc2c(F)cccc2F)c1	-2%	3%	0%
O=C(CCCCCN1C(=O)CCC1=O)Nc1ccc(Cl)c(C(F)(F)F)c1	?	-1%	3%
O=C(O)COCC(=O)N1CCCN(c2nccc(C(F)(F)F)n2)CC1	-16%	2%	-15%
COc1ccccc1N(C(=O)CNS(=O)(=O)c1ccccc1)C(C(=O)NCc1ccco1)C(C)C (stereo not given)	-1%	9%	9%
CC1=C(C(N)=O)C(c2cccnc2)n2nc(SCc3ccccc3Cl)nc2N1 (stereo not given)	-8%	-2%	6%
Cc1cc(C)n2nc(C(=O)N/N=C/c3ccc(O)cc3)nc2n1	-5%	-4%	-28%
COc1ccc(CNC(=O)CN(C(=O)CCC(=O)Nc2nccs2)c2cccc(C)c2)cc1	-2%	-10%	0%
CC(C)(C)OC(=O)N1CCC(c2c(C(=O)N3CCN(C4CCCCC4)CC3)cnn2-c2cccc(Cl)c2)CC1	-23%	-9%	.
C[C@@](Cc1ccccc1)(C(=O)O)N1C(=O)c2ccc(C(=O)O)cc2C1=O	0%	.	-2%
CCOc1cccc(NC(=O)/C(C#N)=C/c2cccnc2)c1	-28%	-16%	-9%
COC(=O)CN(C)C(=O)c1cccc(OC2CCN(S(=O)(=O)N(C)C)CC2)c1	-6%	6%	-8%
O=C(COC(=O)C1CCN(S(=O)(=O)c2cccs2)CC1)Nc1ccc(F)cc1Cl	-4%	-10%	.

Remaining list, next part.
Fields: GCN5L2 inh | FEN1 inhibitor | N370S GC
> CC(NC(=O)c1ccccc1C(=O)O)c1ccc(-n2ccnc2)cc1 (stereo not given)
→ -3% | 10% | -3%
> CCOc1ccc(C(=O)NCCCCNC(=O)c2ccc(OCC)cc2)cc1
→ 35µM* | -2% | 2%
> COc1cccc(OCc2nc3ccccc3n2CCOc2ccccc2)c1
→ -5% | -23% | .
> COCC(=O)NNS(=O)(=O)c1ccccc1[N+](=O)[O-]
→ 0% | 0% | 1%
> O=C(O)c1ccccc1OC(=O)C12CC3CC(CC(C3)C1)C2
→ -7% | -5% | -1%
> Cc1nnc(SCC(=O)Nc2cc(C(N)=O)cc(C(N)=O)c2)n1-c1ccccc1
→ -1% | -8% | -2%
> Cc1nn(C)c(C)c1NC(=O)CN1CCC(O)(c2ccc3c(c2)OCO3)CC1
→ -1% | 8% | 3%
> CCCCn1c(N)c(N(CCOC)C(=O)CSCc2c(C)noc2C)c(=O)[nH]c1=O
→ ? | 11% | -4%
> Cc1cccnc1NC(=O)CCNS(=O)(=O)c1ccc2c(c1)c(=O)n(C)c(=O)n2C
→ -3% | 14% | 8%
> CC(NC(=O)Nc1ccccc1)C(c1cccs1)N1CCN(c2ccccc2)CC1 (stereo not given)
→ -12% | 13% | 2%
> Cc1c(Nc2nc3ccccc3n3cnnc23)cccc1[N+](=O)[O-]
→ -21% | -6% | -17%
> CCOC(=O)C1CCCN(CC(=O)Nc2ccc(C(=O)Nc3ccccc3OC)cc2)C1 (stereo not given)
→ 0% | -11% | 3%
> COc1cccc(NC(=O)CN(C)S(=O)(=O)c2ccc3c(c2)CCC(=O)N3)c1
→ ? | -1% | -11%
> Cc1cc(=O)oc2cc(OCC(=O)Nc3nnc(C4CC4)s3)ccc12
→ 0% | 11% | 6%
> COc1ccc2c(c1)C1CC(C)(NC(=O)C1S(=O)(=O)c1ccc(F)cc1)O2 (stereo not given)
→ 0% | ? | -4%
> O=C(CCSCc1cccc(Cl)c1)NCc1ccccc1Cl
→ -26% | 1% | .
> CCSc1ccccc1C(=O)Nc1ccc2c(c1)OCO2
→ -8% | -3% | -5%
> CCOC(=O)c1cnc2ccccc2c1Nc1cc(C(=O)O)ccc1C
→ -5% | 7% | -19%
> COc1cccc(C(=O)Nc2ncc3c(n2)CC(c2ccc(OC)cc2OC)CC3=O)c1 (stereo not given)
→ -2% | -20% | 3%
> OC(CNC1CCCC1)COc1ccc(Cl)cc1 (stereo not given)
→ -2% | 14% | -2%
> Cc1cc(C)n(-c2nc3c(c(=O)[nH]c(=O)n3C)n2Cc2cccc(Br)c2)n1
→ -18% | 1% | -8%
> COCCCNC(=O)c1ccccc1-c1cc(C)no1
→ -5% | -7% | 1%
> COc1ccc(/C=N/NC(=O)c2sc3nc(C)cc(C)c3c2N)cc1
→ -5% | 9% | -3%
> CCOc1ccccc1NC(=O)CCc1nnc2ccc(NCc3ccco3)nn12
→ -3% | 3% | -3%
> Cc1cc(CNC(=S)Nc2ccc(Br)cc2Cl)nn1C
→ -1% | -12% | 9%
> Cc1ccc(-c2nn(CC(=O)NC3CCCCC3)c3c2cnc2ccccc23)cc1
→ -19% | -1% | .
> COc1cc(C#N)c(NC(=S)N2CCOCC2)cc1OC
→ -1% | . | 3%
> CC(C(=O)O)N1c2cccc3cccc(c23)S1(=O)=O (stereo not given)
→ -26% | 10% | -2%
> CCOc1ccc2c(c1)sc1nc(=O)n(-c3ccc(Cl)c(Cl)c3)c(=O)n12
→ 4% | 2% | .
> CN(C)c1cc2c(cc1NS(=O)(=O)c1ccccc1)n(C)c(=O)n2C
→ 0%&2% | -6%&-17% | 6%
> COc1ccc(C)c2sc(NC(=O)c3ccc(S(=O)(=O)N4CCCC4)cc3)nc12
→ -11% | 18% | .
> COc1ccc(CCNc2nc(C)nc3c2nnn3Cc2ccccc2)cc1OC
→ 0% | 14% | -2%
> Cc1cc(C)c2c(CC(=O)Nc3ccc(S(=O)(=O)Nc4ncccn4)cc3)coc2c1
→ -5% | 0% | .
> COc1ccc(CN(C(=O)Nc2ccc(C)c(F)c2)C2CCN(C(C)=O)CC2)cc1
→ -1% | 17% | .
> Cc1c(-c2ccccc2)c(P(=O)(N2CCOCC2)N2CCOCC2)c2ccccn12
→ -11% | -1% | 27%
> Cc1ccc2onc(CNC(=O)Nc3cc(F)ccc3F)c2c1
→ -12% | 12% | .
> CC(C)NC(=O)c1cc2nc(-c3ccco3)cc(C(F)(F)F)n2n1
→ -8% | -7% | 3%
> CO/N=C/NC(=O)c1c(OC)ccnc1Oc1cccc(C(F)(F)F)c1
→ -6% | -11% | 24%
> Cc1ccccc1C(=O)NC1CCCCCCC1
→ -8% | 22% | -15%
> CNC[C@@H]1Oc2c(NS(C)(=O)=O)cccc2C(=O)N([C@@H](C)CO)C[C@H]1C
→ 2% | -1% | .

Brought forward from above: four entries, then new ones.
Fields: GCN5L2 inh | FEN1 inhibitor | N370S GC
> CC(C)NC(=O)c1cc2nc(-c3ccco3)cc(C(F)(F)F)n2n1
→ -8% | -7% | 3%
> CO/N=C/NC(=O)c1c(OC)ccnc1Oc1cccc(C(F)(F)F)c1
→ -6% | -11% | 24%
> Cc1ccccc1C(=O)NC1CCCCCCC1
→ -8% | 22% | -15%
> CNC[C@@H]1Oc2c(NS(C)(=O)=O)cccc2C(=O)N([C@@H](C)CO)C[C@H]1C
→ 2% | -1% | .
> CSCCC(NC(=O)/C(=C/c1ccc(F)cc1)NC(C)=O)C(=O)O (stereo not given)
→ -6% | 3% | 8%
> O=C(CSC1=NCCS1)Nc1ccc2ccccc2c1
→ -13% | -10% | 6%
> Cc1ccccc1OCC(=O)Nc1ccccc1OCc1cc(=O)n2ccccc2n1
→ 2% | 13% | .
> c1ccc(-n2ncc(-c3nn[nH]n3)n2)cc1
→ -4% | -1% | 3%
> Cc1nn(C)cc1C1Nc2ccccc2C(=O)N1O (stereo not given)
→ -9% | -16% | 4%
> Cc1ccc(NC(=O)CCCNC(=O)c2ccc(Cl)cc2)nc1
→ -11% | -2% | 1%
> COc1cccc(NC(=O)CSc2nnc(NC(=O)C3CC3)s2)c1
→ -1% | 3% | 0%
> CCOc1ccccc1N
→ -11% | 14% | 1%
> Cc1ccc(-n2c(Cc3cccn3C)nnc2SCC(=O)N2CCN(c3ccccc3)CC2)cc1
→ -10% | -17% | 3%
> CC(=O)Cn1ncc(N2CCOCC2)c(Br)c1=O
→ -18% | 24% | -6%
> COc1ccc(/C=N/NC(=O)CC2N=C(Cc3ccccc3)NNC2=O)cc1OC (stereo not given)
→ -2% | 10% | 5%
> COc1ccc(O[C@H]2C=C[C@@H](c3ccccc3)O[C@@H]2COC(=O)CCC(C)=NO[C@@H]2O[C@H](COC(C)=O)[C@@H](OC(C)=O)[C@H](OC(C)=O)[C@H]2OC(C)=O)cc1
→ -8% | . | 2%
> O=C(O)CC(NC(=O)C1CCCCC1)c1cc([N+](=O)[O-])ccc1Cl (stereo not given)
→ 4% | 7% | -1%
> CCS(=O)(=O)c1ccc(O)c(NC(=O)NC2CCCCC2)c1
→ 2% | 1% | 1%
> COc1ccc(C(CNC(=O)c2cccc(S(=O)(=O)Nc3cccc(C)c3)c2)N2CCOCC2)cc1 (stereo not given)
→ -8% | 8% | ?
> COc1ccc(C(=O)N2CCC(C(=O)Nc3ccccc3C)CC2)cc1OC
→ -7% | 5% | 4%
> COc1ccccc1CNC(=O)c1ccc2c(c1)N(Cc1cccc(Cl)c1)C(=O)c1ccccc1S2(=O)=O
→ 1% | 9% | .
> CC(NC(=O)C1CCN(C(=O)c2ccc(-n3ccc4ccccc43)s2)CC1)c1ccccc1 (stereo not given)
→ 3% | 4% | .
> COc1ccc(C(=O)Nc2cc(C(C)=O)c(C)oc2=O)cc1
→ -9% | 0% | -1%
> O=C1CCC(C(=O)O)(c2ccccc2)C1 (stereo not given)
→ 1% | . | -23%

Only part of the results is shown. The share of hits here may be higher or lower than overall.
